KOR beta-arrestin-1 – KOR agonists, beta-arrestin recruitment, primary screen, cell-based, luminescence, uHTS (AID 1777); 0.02% of 280,000 active; Kappa-type opioid receptor (Homo sapiens); one-dose activation, % at 10 µM; EC50 in µM for titrated hits; KOR beta-arrestin recruitment, luminescence; higher % means a stronger effect; in the data active = activation above about 50%, passing the limit was not always enough; note: a part of the inactive calls stands beside numbers as strong as those of hits
NS5 inhibitors – Dengue-2 NS5 methyltransferase inhibitors, primary screen, biochemical, confirmation dose response (AID 588689) | inhibition, % at 25 µM; hits with a dose series show IC50 in µM | 0.3% of 340,000 active | Genome polyprotein (Dengue virus type 2 (strain 16681-PDK53)) | Dengue-2 NS5 methyltransferase capping enzyme assay, biochemical; higher % means a stronger effect; in the data active = a potency from the dose series; inconclusive = inhibition above about 29% without an active follow-up result
KOR beta-arrestin-2 – KOR antagonists, beta-arrestin recruitment, cell-based, luminescence, uHTS (AID 1778) | 0.091% of 290,000 active | KOR beta-arrestin recruitment, luminescence, antagonist mode; higher % means a stronger effect | Kappa-type opioid receptor (Homo sapiens) | inhibition, % at 10 µM, or IC50 in µM where a hit was titrated; note: strong numbers were not always called active
NOD1 NF-kB reporter – NOD1 signaling inhibitors, primary screen, cell-based, luminescence, uHTS (AID 1578). NOD1-driven NF-kB luciferase reporter cells, luminescence; higher % means a stronger effect. 1% of 290,000 active. inhibition, % at 4 µM, or EC50 in µM where a hit was titrated; in the data active = inhibition mostly above about 36%, no sharp cut-off; inactive = mostly below about 34%;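 note: HEK-293T reporter cells stimulated with the NOD1 agonist gamma-tri-DAP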
NOD2 inhibition – NOD2 signaling inhibitors, cell-based, luminescence, uHTS, HEK293 (AID 1566); HEK293 NOD2/NF-kB luciferase reporter, luminescence; higher % means a stronger effect; one-dose inhibition, % at 4 µM; EC50 in µM for titrated hits; 0.63% of 290,000 active; note: many of its hits are not listed in these tables
Yfh1-depleted yeast – enhancers of respiration in Yfh1-depleted yeast, dose response, Friedreich's ataxia, plus single-dose screen (AID 1465); fold induction at 50 µM, or EC50 in µM where a hit was titrated; 0.074% of 220,000 active; S. cerevisiae Yfh1-off respiration, WST-1 reduction, 72 h; higher fold induction means a stronger effect;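 active = fold induction of absorbance versus untreated yeast above a set limit, then at least 30% activation at any dose in follow-up; inconclusive = repeats straddling the limit, or above it without dose testing; inactive = fold induction below the set limit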;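 note: activators that raise dye reduction in frataxin-depleted yeast; strong numbers were not always called active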
AID2073 – inhibitors of Mint1-CaV2.2 protein interaction, biochemical, HTRF (AID 2073); 0.19% of 290,000 active; HTRF protein-protein interaction, Mint1-CaV2.2; higher % means a stronger effect; Voltage-dependent N-type calcium channel subunit alpha-1B (Homo sapiens); inhibition, % at 20 µM; hits with a dose series show IC50 in µM; in the data active = inhibition mostly above about 51%, no sharp cut-off; inconclusive = no clear call, values can overlap the other calls; inactive = mostly below about 53%; note: some results filed as inactive read as strong as hits
HIV fusion peptide – inhibitors of HIV fusion peptide binding, primary screen, biochemical, uHTS, fluorescence dequenching (AID 1986) | cell-free peptide binding, fluorescence dequenching, 30 min; higher % means a stronger effect | inhibition, % at 20 µM, or IC50 in µM where a hit was titrated | 0.3% of 290,000 active; in the data active = inhibition mostly above about 52%, no sharp cut-off; inactive = mostly below about 76%; note: some results filed as inactive read as strong as hits
West Nile virus CPE – West Nile virus antiviral activity, cell-based, CPE readout (AID 1621). CPE inhibition, % at 10 µM, or IC50 in µM where a hit was titrated. 0.02% of 290,000 active. West Nile virus-infected cells, CPE inhibition; higher % means a stronger effect; in the data active = a potency from the dose series; inconclusive = CPE inhibition mostly from about 3.7% at the one dose, without a potency; inactive = the rest, 99 in 100 with CPE inhibition below about 2.2%; note: strong numbers were not always called active
NS5 inhibitors pilot replicate – further read-out of NS5 inhibitors, marked with its call; inhibition, %; measured here: pilot screen replicate inhibition
* marks the source's active call; other numbers are inactive results; i = inactive; ? = inconclusive; · = no result given; [ ] = dose if it differs, or a comment. Cut-off read from the data, not from the text of the source, unless noted: active = inhibition above about 50%; inactive = the rest. An excerpt; count on the stated rates, not on these rows.

SMILES	KOR beta-arrestin-1	NS5 inhibitors	KOR beta-arrestin-2	NOD1 NF-kB reporter	NOD2 inhibition	Yfh1-depleted yeast	AID2073	HIV fusion peptide	West Nile virus CPE	others
Cc1nc2cc(-c3ccccc3)nn2c(C)c1CCC(=O)N1CCN(c2ccccn2)CC1	-4.2%	·	-14%	-23%	8%	i	6%	4.4%	-0.2%
Cc1ccc(C)c(Nc2c([N+](=O)[O-])ccc3nonc23)c1	-1.3%	-1%	3%	1%	7%	·	4%	-0.1%	-1.3%
COc1ccccc1C(=O)NC(=O)Nc1c(C)cc(C)cc1C	-2.5%	4%	12%	2%	13%	·	-7%	0.3%	-1.2%
O=C(NNC(=S)NCc1ccc(Cl)cc1)c1cccnc1	-2.6%	-3%	21%	-11%	-4%	·	4%	-1.4%	0.2%
Cc1ccc(S(=O)(=O)N2CCCCC2)cc1NC(=O)CNCc1ccco1	3.7%	-5%	-38%	2%	-17%	i	0%	0.3%	-0.9%
CC(=O)c1cccc(CN2CCCC(C(=O)c3ccc4c(c3)OCO4)C2)c1 (configuration not stated)	1.1%	-6%	5%	-32%	5%	i	-5%	-1.3%	-1.5%
CCSc1nc2ccccc2n1C(=O)/C=C/c1ccc(OC)c(OC)c1	1.4%	-5%	1%	-28%	-11%	i	4%	1.2%	3.2%
O=CC1=C(c2ccccc2)Oc2ccccc2O1	18%	-2%	-110%[20 µM]	-14%	12%	·	12%	3.4%	-0.9%	NS5 inhibitors pilot replicate=-3.6
CCCCCNC(=O)c1cc(S(=O)(=O)N2CCCCC2)ccc1F	5.3%	-1%	-3%	-10%	0%	i	-4%	-2.3%	-0.5%
O=C(NNC(=O)c1ccccc1Br)c1cccc(Cl)c1	0.3%	-2%	-34%	-29%	-23%	i	-9%	-1.8%	0.2%
CC12C(=O)N(c3cccc(OC(=O)c4ccco4)c3)C(=O)C1C1c3ccccc3C2c2ccccc21 (configuration not stated)	-1.1%	-12%	-5%	2%	-19%	i	1%	1.7%	-0.6%
CCOc1ccc(CCNC(=O)CCS(=O)(=O)c2ccc(Br)cc2)cc1OCC	-1.3%	-7%	16%	1%	10%	·	10%	-1.5%	-0.9%
CCOc1ccc(NC(=O)CC2C(=O)NCCN2C(=O)Nc2ccccc2)cc1 (configuration not stated)	7.9%	4%	5%	-4%	2%	·	8%	-1.5%	-0.1%
Cc1c(Cl)c([N+](=O)[O-])nn1CCCC(=O)NC1CCCCC1	2.7%	-2%	-27%	-25%	2%	i	2%	2.1%	0.4%
COc1ccc(N(Cc2ccccc2)C(=O)CSc2nnc(Cn3nnc4ccccc43)o2)cc1	3.0%	-7%	-2%	-12%	7%	i	17%	1.4%	-0.5%
Cc1ccc(S(=O)(=O)Nc2ccc(S(=O)(=O)Nc3cc(C)nc(C)n3)cc2)cc1	-2.6%	2%	-25%[20 µM]	-12%	18%	i	1%	1.1%	-0.1%
Cc1ccc(S(=O)(=O)NC2=NCN(Cc3ccccc3)CN2)cc1	3.8%	-1%	-40%	7%	10%	i	0%	2.6%	1.0%
Oc1cccc(C2c3[nH]c4ccccc4c3CCN2Cc2ccc3c(c2)CCO3)c1 (configuration not stated)	·	-4%	-24%[20 µM]	-13%	-3%	i	2%	-0.3%	-0.6%
COc1ccc(Cc2nnc(SCC(=O)N3CCCC(C)C3)o2)cc1 (configuration not stated)	·	3%	8%[20 µM]	-12%	-3%	i	10%	1.0%	-0.2%
CC(=O)c1ccc(NC(=O)c2cccc(N3C(=O)c4ccccc4C3=O)c2)cc1	-3.6%	-2%	6%	0%	-12%	·	26%	-6.1%	-0.7%
CCC(=O)N=c1n(C)c2ccccc2n1CCOc1ccccc1	4.0%	-1%	-56%	42%	-4%	i	7%	0.6%	0.0%
CCCCCCNC(=O)C(C(=O)OCC)C1CCCCC1 (configuration not stated)	-6.4%	-2%	-19%	1%	-17%	i	-12%	-2.0%	0.5%
COc1cc(OC)c2c(c1O)OC(c1ccccc1)CC2=O (configuration not stated)	-2.1%	13%	-23%	-1%	4%	i	60%	20%	-0.4%
CC(C)Cn1c(C(C)C)nc([N+](=O)[O-])c1S(=O)(=O)c1ccc(F)cc1	0.3%	-25%	13%	-7%	-8%	i	-10%	1.2%	?
CCOC(=O)N1CCN(C(=S)Nc2ccc(C)c(C)c2)CC1	-0.7%	-1%	21%	-18%	12%	i	-27%	0.4%	-1.1%
COc1ccc(-n2nc(C(=O)O)cc2-c2ccccc2)cc1	-3.8%	-6%	-45%[20 µM]	-21%	5%	·	16%	0.5%	-0.3%
Cc1ccc(C(=O)COC(=O)CNC(=O)Cc2ccccc2)cc1[N+](=O)[O-]	0.5%	-2%	-15%	4%	-6%	·	2%	-0.5%	·
COc1ccc(-c2nc3cc([N+](=O)[O-])ccc3o2)cc1OC	1.5%	-5%	8%[20 µM]	-35%	-53%	i	-6%	-1.7%	1.1%
COc1ccc(NC(=O)CS(=O)(=O)c2cccc(Cl)c2)cc1	-0.1%	-1%	3%	11%	16%	·	5%	1.2%	0.1%
OC(COC(c1ccc(F)cc1)c1ccc(F)cc1)CN1CCc2ccccc2C1 (configuration not stated)	-2.4%	-4%	11%	-20%	-5%	i	-1%	0.6%	-1.3%
Cc1[nH]n(C(N)=S)c(=O)c1N=Nc1cccc([N+](=O)[O-])c1C	-2.9%	12%	3%	-82%	-30%	·	15%	2.8%	1.1%
O=C(NCCN1CCN(C(=O)c2ccc([N+](=O)[O-])cc2)CC1)C(=O)Nc1ccc(F)cc1	-3.1%	-1%	-7%	-12%	2%	·	1%	-1.3%	-0.6%
Cc1nc(-c2ccc(C(=O)Nc3cccc(Br)c3)cc2)cs1	2.9%	-3%	-5%	47%*	-112%	i	18%	2.2%	-0.6%
O=C1CCCc2nc3c(cc21)C(O)Oc1c-3ccc2ccccc12 (configuration not stated)	0.6%	1%	-3%	-62%	-34%	i	45%	0.5%	-0.5%
Cc1ccc(Cn2nc(C)c(NC(=O)CSc3n[nH]c(C)c3[N+](=O)[O-])c2C)cc1	-1.7%	-2%	4%	-26%	-3%	i	1%	41%	2.4%
O=C(C1CCCCC1)N(Cc1ccccc1)c1ccccn1	-0.2%	-6%	14%	·	4%	·	3%	1.8%	·
O=C(CN1CCOCC1)N/N=C/c1ccc(C(=O)O)cc1	-0.3%	-7%	4%	-12%	8%	i	4%	-1.9%	0.5%
COc1cc(/C=N/N2CCN(C3c4ccccc4-c4ccccc43)CC2)cc(OC)c1O	10%	-6%	24%	-5%	15%	i	10%	8.6%	-1.0%
O=C(CN1C(=O)NC2(CCCC2)C1=O)Nc1ccc(C(F)(F)F)cc1	1.5%	-12%	-22%	-40%	-4%	·	-2%	-0.3%	-0.7%
CCN(CC)c1ccc(NC(=O)CN2CCN(c3ccc(F)cc3)CC2)cc1	6.2%	-2%	-23%	-3%	-5%	i	-14%	15%	-0.5%
COc1ccc(C(=O)Nc2cc(C)on2)cc1	0.6%	-4%	4%	-54%	-61%	i	?	0.1%	0.5%	NS5 inhibitors pilot replicate=-0.6
COc1ccc2c(c1)cc(C(=O)N[C@@H](CCSC)C(=O)N1CCC[C@H]1C(=O)O)n2C	-1.1%	-6%	-2%[20 µM]	-11%	0%	·	22%	-0.4%	0.3%
CC1NC(=O)NC1CCCCCC(=O)Nc1ccc(F)cc1 (configuration not stated)	-1.8%	-2%	17%	-19%	5%	i	-14%	-0.4%	0.6%
COC(=O)c1ccc(CN2C(=O)NC3(CCCCC3C)C2=O)o1 (configuration not stated)	-2.9%	0%	-6%	-1%	-14%	i	-6%	3.6%	0.1%
NC(=O)CSCc1nc2ccccc2s1	-6.9%	16%	-13%	2%	-7%	i	-11%	-0.8%	0.2%

Sorted by formula weight (rising): some entries from above
SMILES	KOR beta-arrestin-1	NS5 inhibitors	KOR beta-arrestin-2	NOD1 NF-kB reporter	NOD2 inhibition	Yfh1-depleted yeast	AID2073	HIV fusion peptide	West Nile virus CPE	others
COc1ccc(C(=O)Nc2cc(C)on2)cc1	0.6%	-4%	4%	-54%	-61%	i	?	0.1%	0.5%	NS5 inhibitors pilot replicate=-0.6
NC(=O)CSCc1nc2ccccc2s1	-6.9%	16%	-13%	2%	-7%	i	-11%	-0.8%	0.2%
O=C(CN1CCOCC1)N/N=C/c1ccc(C(=O)O)cc1	-0.3%	-7%	4%	-12%	8%	i	4%	-1.9%	0.5%
O=C(C1CCCCC1)N(Cc1ccccc1)c1ccccn1	-0.2%	-6%	14%	·	4%	·	3%	1.8%	·
CC1NC(=O)NC1CCCCCC(=O)Nc1ccc(F)cc1 (configuration not stated)	-1.8%	-2%	17%	-19%	5%	i	-14%	-0.4%	0.6%
Cc1[nH]n(C(N)=S)c(=O)c1N=Nc1cccc([N+](=O)[O-])c1C	-2.9%	12%	3%	-82%	-30%	·	15%	2.8%	1.1%
O=C(CN1C(=O)NC2(CCCC2)C1=O)Nc1ccc(C(F)(F)F)cc1	1.5%	-12%	-22%	-40%	-4%	·	-2%	-0.3%	-0.7%
COc1cc(/C=N/N2CCN(C3c4ccccc4-c4ccccc43)CC2)cc(OC)c1O	10%	-6%	24%	-5%	15%	i	10%	8.6%	-1.0%
COc1ccc2c(c1)cc(C(=O)N[C@@H](CCSC)C(=O)N1CCC[C@H]1C(=O)O)n2C	-1.1%	-6%	-2%[20 µM]	-11%	0%	·	22%	-0.4%	0.3%
O=C(NCCN1CCN(C(=O)c2ccc([N+](=O)[O-])cc2)CC1)C(=O)Nc1ccc(F)cc1	-3.1%	-1%	-7%	-12%	2%	·	1%	-1.3%	-0.6%

(continued)
SMILES	KOR beta-arrestin-1	NS5 inhibitors	KOR beta-arrestin-2	NOD1 NF-kB reporter	NOD2 inhibition	Yfh1-depleted yeast	AID2073	HIV fusion peptide	West Nile virus CPE	others
CNC(=O)NC(=O)CSc1nc2cc(C(=O)OC)ccc2c(=O)n1-c1ccccc1	1.6%	-3%	-7%	-1%	1%	i	6%	-1.4%	0.2%
O=C(COC(=O)c1ccccc1NC(=O)c1ccco1)NCCC1=CCCCC1	-2.9%	2%	19%	-44%	-22%	i	13%	-1.0%	0.0%
CC(=O)Nc1ccc(NC(=O)C(Cc2ccccc2)NC(=O)C2CCCCC2)cc1 (configuration not stated)	-4.8%	-3%	19%	-13%	11%	i	-6%	1.6%	-0.1%
CC(C)Oc1cccc(C(=O)NC(=S)Nc2ccc3c4c(cccc24)CC3)c1	1.7%	19%	-11%	-21%	4%	i	-19%	1.0%	0.0%
Cc1ccc2[nH]cc(C(=O)CCl)c2c1	-0.9%	-6%	-31%	107%*	27%	i	15%	1.4%	-0.4%
O=S(=O)(c1cccc2nsnc12)N1CCOCC1	-1.4%	-2%	-6%	-5%	-12%	i	10%	0.4%	0.3%
CCN(Cc1cc2cc(OC)ccc2[nH]c1=O)C(=O)c1ccncc1	-4.0%	-7%	11%	-9%	6%	i	1%	-0.7%	-0.3%

Screening data from PubChem.
